A3A deaminase – APOBEC3A ssDNA deaminase inhibitors, primary screen, selectivity assay for APOBEC3G inhibitor project, biochemical, FAM/TAMRA oligo cleavage fluorescence; recombinant A3A, FAM/TAMRA ssDNA deamination fluorescence; inhibition, % at 20 µM; 330,000 tested, 0.41% active;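 active means at least 40% inhibition at 20 µM here, with at most 30% in a related deaminase screen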;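 further: plate controls were A3A with DMSO for no effect and wells lacking A3A enzyme for full effect; some results filed as inactive read as strong as hits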
Target sequence (P31941 whole entry, looked up): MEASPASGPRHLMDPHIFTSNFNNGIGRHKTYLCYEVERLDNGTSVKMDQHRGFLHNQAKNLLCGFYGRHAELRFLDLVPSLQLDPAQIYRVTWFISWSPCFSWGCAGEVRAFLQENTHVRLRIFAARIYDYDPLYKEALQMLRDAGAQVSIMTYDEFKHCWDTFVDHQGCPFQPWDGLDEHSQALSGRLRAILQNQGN
NLRP3 yeast inh – NALP3 inflammasome inhibitors in reconstituted yeast, primary screen, luminescence, uHTS; Yeast reconstituted NLRP3/ASC/caspase-1, beta-gal luminescence, 24 h; inhibition, % at 10 µM; 330,000 tested, 0.39% active;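 active means inhibition of 50% or more; inactive means inhibition below 50%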;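 further: plate controls were induced DMSO wells for no effect and uninduced yeast grown without galactose for full effect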
hIAP inh – human IAP inhibitors, primary screen, biochemical, luminescence, uHTS; AID 2544, 2010; inhibition, % at 10 µM; Intestinal-type alkaline phosphatase (Homo sapiens), P09923; purified IAP, CDP-Star luminescence, 30 min; 330,000 tested, 0.12% active;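 active means inhibition reaching a set limit with compound at 10 µM in the primary screen, cut at about 35% in these data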;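 further: plate controls were DMSO wells with enzyme for no effect and no-enzyme buffer wells for full effect; values of inactives mirror those of a sister screen read the other way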
Target sequence (P09923 whole entry, looked up): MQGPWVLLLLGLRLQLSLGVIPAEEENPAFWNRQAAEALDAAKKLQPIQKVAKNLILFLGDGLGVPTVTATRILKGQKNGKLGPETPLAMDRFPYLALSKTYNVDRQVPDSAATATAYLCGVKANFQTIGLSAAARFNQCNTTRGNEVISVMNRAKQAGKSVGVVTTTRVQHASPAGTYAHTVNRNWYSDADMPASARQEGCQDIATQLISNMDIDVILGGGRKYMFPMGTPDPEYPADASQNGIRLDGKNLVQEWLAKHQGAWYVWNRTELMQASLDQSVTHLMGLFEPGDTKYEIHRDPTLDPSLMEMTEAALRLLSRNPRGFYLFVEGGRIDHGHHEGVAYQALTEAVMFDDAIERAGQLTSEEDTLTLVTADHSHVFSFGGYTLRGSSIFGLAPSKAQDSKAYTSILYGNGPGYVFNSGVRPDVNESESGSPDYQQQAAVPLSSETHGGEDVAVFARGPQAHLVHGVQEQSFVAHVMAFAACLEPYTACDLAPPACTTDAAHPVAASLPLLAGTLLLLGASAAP
SENP1 FRET inh – human SENP1 catalytic domain inhibitors, primary screen, biochemical, FRET, uHTS. inhibition, % at 10 µM. recombinant SENP1 catalytic domain, CyPet-SUMO1-YPet FRET cleavage. AID 624204, 2012. Sentrin-specific protease 1 (Homo sapiens), Q9P0U3. 360,000 tested, 0.21% active;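 active means inhibition at least 30% at 10 µM, raw YFP signal under a set limit, fluorescence ratio 0.5 to 1.5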;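 further: 0% = enzyme with DMSO and 100% = no enzyme wells; some results filed as inactive read as strong as hits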
Target sequence (Q9P0U3 419-644 limits assumed): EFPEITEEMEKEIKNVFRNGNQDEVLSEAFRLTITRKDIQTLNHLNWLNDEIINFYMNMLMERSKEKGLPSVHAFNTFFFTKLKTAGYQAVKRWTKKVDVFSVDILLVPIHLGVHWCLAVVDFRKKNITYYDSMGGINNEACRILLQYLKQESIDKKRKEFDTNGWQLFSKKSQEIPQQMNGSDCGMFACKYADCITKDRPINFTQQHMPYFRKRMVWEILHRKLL
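Controls: no-enzyme wells low, DMSO-plus-enzyme wells high control. Test system: human recombinant His6-tagged SENP1 catalytic domain enzyme. Reagent: SFCypet-SUMO1-SFYpet FRET protein substrate, 25 nM final. Doses: one dose per compound, 10 µM, 0.5% DMSO. Detection: FRET, CFP and YFP emission. Timing: 50 min reaction at room temperature.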
mIAP activ – activators of mouse IAP, primary screen, biochemical, luminescence, uHTS | intestinal alkaline phosphatase [Mus musculus] | muIAP, CDP-Star luminescence, 30 min; active compounds read high; 1 = vehicle-only enzyme signal, 0 = enzyme-free wells | activation factor at 10 µM | 330,000 tested, 0.24% active;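 active means activation factor of at least 2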; further: the source names both 10 and 20 µM as test concentration; values of inactives mirror those of a sister screen read the other way
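Assay system: mouse IAP enzyme; Reagent: CDP-Star chemiluminescent phosphatase substrate; Compound: DMSO-dissolved test compounds; Incubation: 30 min, room temperature; Technique: luminescence from enzymatic CDP-Star hydrolysis; Controls: DMSO-only wells and no-enzyme negative control.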
beta cell repl – inducers of MIN6 beta-cell proliferation, primary screen, ATP luminescence, uHTS; proliferation, % at 10 µM; 330,000 tested, 0.29% active; MIN6 cells proliferation, ATPlite luminescence, 48 h; cells starved in 0.2% serum; 100% = growth in 10% serum; AID 2380, 2010;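 active means compounds whose signal lies at least 3.5 SD above the mean of all wells on their plate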;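 further: 0% = DMSO-treated cells in low-serum medium and 100% = 10% serum control; some compounds called inactive have numbers as strong as hits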
mIAP inh – inhibitors of mouse IAP, primary screen, biochemical, luminescence, uHTS. intestinal alkaline phosphatase [Mus musculus]. purified mouse IAP, CDP-Star luminescence, 30 min. inhibition, % at 10 µM. 330,000 tested, 0.2% active. AID 2806, 2010;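 active means inhibition of at least 40% at 10 µM in the primary screen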;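 further: plate controls were DMSO with enzyme for no effect and no enzyme wells for full effect; values of inactives mirror those of a sister screen read the other way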
hIAP activ – human IAP activators, primary screen, biochemical, luminescence, uHTS | purified human IAP, CDP-Star luminescence, 30 min; active compounds read high; 1 = vehicle-only enzyme, 0 = enzyme-free background | 330,000 tested, 0.16% active | activation factor at 10 µM | Intestinal-type alkaline phosphatase (Homo sapiens), P09923 | AID 2524, 2010;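 active means activation factor of the enzyme at least 2-fold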; further: the source names both 10 and 20 µM as test concentration; values of inactives mirror those of a sister screen read the other way
A3G deaminase – APOBEC3G DNA deaminase inhibitors, primary screen, biochemical, fluorescence, single-stranded DNA substrate, uHTS; inhibition, % at 20 µM; recombinant A3G, ssDNA deamination FAM/TAMRA fluorescence; 330,000 tested, 0.28% active;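 active means inhibition of at least 40% at 20 µM, with no more than 30% in the related APOBEC3A deaminase screen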;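 further: plate controls were DMSO wells with A3G for no effect and wells lacking A3G enzyme for full effect; some compounds called inactive have numbers as strong as hits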
Starred values were filed as active, the others as inactive. These rows are one share of the data; count on the stated rates, not on these rows.

Values run as follows: A3A deaminase, NLRP3 yeast inh, hIAP inh, SENP1 FRET inh, mIAP activ, beta cell repl, mIAP inh, hIAP activ, A3G deaminase
> c1cncc(CN=C2Nc3ccccc3CS2)c1
 : 0, 13, 6, 1, 0.99, -1, 1, 0.94, 0
> COc1ccc(CCNC(=O)Cc2ccc3c(c2)OCO3)cc1OC
 : 1, 3, 1, -1, 0.99, 0, 1, 0.99, -4
> COc1cccc(NS(=O)(=O)c2ccc3[nH]cc(C(=O)NCCCOC(C)C)c(=O)c3c2)c1
 : 2, -5, -11, 2, 1.1, -3, -10, 1.1, -4
> COc1ccc(COC(=O)c2ccc(N3CCCC3=O)cc2)cc1F
 : -2, 28, 2, 1, 1, -2, -2, 0.97, -5
> CC(NC(=O)c1ccncc1)c1ccc(Br)cc1 (stereo not given)
 : 2, 10, -2, 0, 1, 0, -4, 1, -3
> COc1ccc(OCC(O)CNc2ccc(Br)cc2)cc1 (stereo not given)
 : -1, 40, 1, 2, 0.84, 0, 16, 0.99, -4
> COc1cccc(NC(=O)C2CCN(S(=O)(=O)c3ccc4[nH]c(=O)ccc4c3)CC2)c1
 : -4, 5, 11, -2, 1.1, -3, -6, 0.89, -5
> CN(CC(=O)NCc1cccnc1)S(=O)(=O)c1ccc(F)cc1
 : -6, 23, 1, 3, 0.94, -3, 6, 0.99, -14
> N=c1sccn1CC(=O)Nc1ccc(Cl)c(S(=O)(=O)N2CCOCC2)c1
 : 0, 14, -7, -1, 1, -3, 0, 1.1, -6
> Cc1cc(Cl)nc(SCC(=O)c2ccccc2)n1
 : -2, -5, -7, 1, 1, -5, -1, 1.1, -4
> COC(=O)/C(=C1\Oc2ccc(C(C)(C)C)cc2S1)C(F)(F)F
 : 6, 14, 2, 2, 1, 0, -1, 0.98, 2
> COc1cccc(NC(=O)CSc2nc3ccccc3c3nc4ccccc4n23)c1
 : -1, 5, 9, -1, 1.1, 0, -12, 0.91, 2
> O=C(Nc1cccc(O)c1)c1cc(-c2ccc3c(c2)OCO3)on1
 : -2, 10, 4, 1, 0.97, -3, 3, 0.96, -8
> O=C(N1CCN(c2ccccc2)CC1)C(F)(F)C(F)F
 : -1, 15, 12, 2, 0.95, 3, 5, 0.88, -6
> OCC(O)/C=N/Nc1nc(Nc2ccccc2)nc(Nc2ccccc2)n1 (stereo not given)
 : -3, 29, -51, 3, 0.98, -5, 2, 1.5, -8
> Cc1cc(C)cc(N2C(=O)c3nccnc3C2=O)c1
 : -2, -9, 19, 1, 1, 0, -3, 0.81, -3
> CCOC(=O)c1ccc(NC(=O)CSCCC(=O)O)cc1
 : -3, 11, 12, -1, 0.88, 0, 12, 0.88, -12
> CC(C)C(=O)Nc1nnc(S(=O)(=O)N2CCCCCC2)s1
 : -2, 14, -3, -1, 1, 0, -1, 1, -8
> C#CCN1C(=O)C(O)(CC(=O)c2ccc3c(c2)OCCO3)c2ccccc21 (stereo not given)
 : -1, -7, 9, 6, 1.1, -5, -7, 0.91, -1
> CCCCc1nnc(NC(=O)C2CCN(c3ncnc4sc(C)c(C)c34)CC2)s1
 : 2, 6, -30, -5, 0.99, -2, 1, 1.3, -12
> COCCCn1c(=O)c2ccccc2n(Cc2ccccc2C)c1=O
 : -4, -33, -21, 0, 0.96, -2, 4, 1.2, -4
> COC(=O)c1sc(N)c(C(=O)OC)c1CSc1nc2sc3c(c2c(=O)n1C)CCC3
 : -1, 12, -22, -3, 0.99, -3, 1, 1.2, -5
> Cc1ccccc1NC(=O)COc1cccc2c1CCNC2=O
 : -4, 19, -8, -1, 0.91, 1, 9, 1.1, -9
> COc1cc(C2C(C#N)=C(SC)NC3=C2C(=O)CCC3)ccc1O (stereo not given)
 : 3, 9, 3, -1, 0.98, 1, 2, 0.97, -4
> CC(C)n1c(SCc2ccccc2F)nc2c1c(=O)n(C)c(=O)n2C
 : -1, 3, 4, -1, 1.1, 8, -6, 0.96, -7
> O=C(NCCN1CCOCC1)c1ccc2c(c1)ncn2C1CCCC1
 : -4, 10, 20, -3, 1, -3, -2, 0.8, -5
> Cc1cc(SCC(=O)OCC(=O)NC(C)c2ccccc2)c(C)cc1Br (stereo not given)
 : 33, 0, -2, 5, 1.1, -1, -13, 1, -11
> O=C(O)C(=O)/C(=C\c1cccc2ccccc12)c1ccc2ccccc2n1
 : -1, 8, -4, -19, 0.92, 0, 8, 1, 0
> CC(C)(C)NC(=O)C(c1ccccc1)N(C(=O)C1CSC(=O)C1)c1ccccc1 (stereo not given)
 : 2, 2, -5, 2, 0.98, -2, 2, 1.1, 0
> COC(=O)C1=CN(Cc2ccc(OC)c(OC)c2)C=C(C(=O)OC)C1c1ccccc1F
 : -6, 15, -45, -123, 1.2, 1, -22, 1.4, -3
> COc1ccccc1NC(=O)Nc1nc(CC(=O)NCc2ccc(F)cc2)cs1
 : -3, 4, -6, 1, 1.1, -2, -7, 1.1, -11
> Cc1ccc(O)c(NC(=O)c2cc([N+](=O)[O-])ccc2Cl)c1
 : -7, 21, 3, 3, 1.1, -6, -10, 0.97, -11
> COCCCn1c(C(=O)NCCN2CCOCC2)cc2c(=O)n3ccccc3nc21
 : -1, 3, 15, -96, 0.93, 3, 7, 0.85, -2
> O=C(CN1CCN(c2ccccn2)CC1)Nc1ccccc1Br
 : -2, 20, -18, 3, 0.98, 1, 2, 1.2, -9
> O=[N+]([O-])c1cnc(Nc2ccc(Cl)cn2)c([N+](=O)[O-])c1
 : -2, 28, 5, -5, 1, -5, 0, 0.95, 12
> CSc1ccc(OC2CCCCC2NS(=O)(=O)c2ccc(Cl)cc2)cc1 (stereo not given)
 : -3, -3, 3, 2, 1, -4, -4, 0.97, -7
> CC(Sc1n[nH]c(-c2cccs2)n1)C(=O)Nc1ccc(C(N)=O)cc1 (stereo not given)
 : -4, 11, -2, -1, 1, -3, -2, 1, -5
> O=C(COc1ccccc1)Nc1ccccc1F
 : -4, 23, -42, -1, 1, -2, 0, 1.4, -2
> Cc1ccc(/C=N/NC(=O)c2csc3c2CCCC3)cc1
 : 1, 32, -7, 1, 1.1, -2, -11, 1.1, 2
> COc1ccc([N+](=O)[O-])cc1NCc1cccc([N+](=O)[O-])c1
 : 0, 12, -9, 9, 1, -1, -2, 1.1, -1

2 entries from above, as labelled records.
CSc1ccc(OC2CCCCC2NS(=O)(=O)c2ccc(Cl)cc2)cc1 (stereo not given)
  A3A deaminase: -3; NLRP3 yeast inh: -3; hIAP inh: 3; SENP1 FRET inh: 2; mIAP activ: 1; beta cell repl: -4; mIAP inh: -4; hIAP activ: 0.97; A3G deaminase: -7

CC(Sc1n[nH]c(-c2cccs2)n1)C(=O)Nc1ccc(C(N)=O)cc1 (stereo not given)
  A3A deaminase: -4; NLRP3 yeast inh: 11; hIAP inh: -2; SENP1 FRET inh: -1; mIAP activ: 1; beta cell repl: -3; mIAP inh: -2; hIAP activ: 1; A3G deaminase: -5

Remaining list, next part.
Values run as follows: A3A deaminase, NLRP3 yeast inh, hIAP inh, SENP1 FRET inh, mIAP activ, beta cell repl, mIAP inh, hIAP activ, A3G deaminase
> Cc1cccc(-c2noc(-c3ccno3)n2)c1
 : -4, 5, 10, -1, 0.94, 2, 6, 0.9, -8
> Cc1ccc(C(=O)N2CCOCC2)cc1Cl
 : -3, -9, -2, 0, 0.88, -1, 12, 1, -2
> Cc1c(/C=N/O)c2ccccn2c1C=O
 : 2, 6, 12, -7, 1, -1, -2, 0.88, -5
> COc1ccc(-c2nnc(SCC(=O)NC(=O)NCc3ccccc3)o2)cc1
 : 0, 0, 4, -2, 1, 4, 0, 0.96, -1
> COc1cc(C)nc(Nc2nc(C)c(C(C)=O)s2)n1
 : 7, 29, 4, -1, 0.68, 0, 32, 0.96, 5
> CN(C(=O)c1ccc(NC(=O)Cc2cccc(NC(=O)C3CCCN(C(=O)C4CCCC4)C3)c2)cc1)C1CCCC1 (stereo not given)
 : -1, 10, -1, 1, 1.4, 2, -37, 1, -5
> Cc1ccc(NC(=O)c2cc(-c3cccs3)on2)cc1C
 : -2, 14, -3, 1, 1.1, 2, -8, 1, -1
> C=CCC(CC=C)(C(N)=O)c1ccccc1
 : 5, -3, 2, 1, 0.92, 1, 8, 0.98, -2
> COC(=O)c1[nH]c2ccc(C)cc2c1NC(=O)Oc1ccccc1
 : -3, 16, 0, 2, 0.92, -2, 8, 1, -9
> CCCC(O)(CCC)C(=O)NN(C(=O)CCl)c1ccccc1
 : -2, 11, 4, 2, 0.97, -3, 3, 0.96, -3
> CN(CC(=O)Nc1cccc(F)c1)C(=O)c1cccnc1Sc1ccccc1
 : -2, 7, 8, 1, 1, -1, -2, 0.92, -10
> Cc1nc(C(=O)Nc2ccc(Cl)cc2)nn1-c1ccc([N+](=O)[O-])cc1
 : -3, -2, 11, 4, 0.95, 0, 5, 0.89, -2
> COc1ccc2c(c1)nc(NCCCO)n2Cc1ccccc1
 : -11, 9, 2, 3, 1, -2, -3, 0.98, 9
> CCOc1ccccc1N(CC(=O)Nc1cccc(OC)c1)S(=O)(=O)c1ccccc1
 : -5, 13, 2, 2, 1.2, 3, -22, 0.98, -6
> Cc1oc(-c2ccccc2)cc1C(=O)NCc1ccncc1
 : 0, 14, -18, 4, 1.2, -3, -21, 1.2, -4
> CON(C)C(=O)CCC1CCCN1C(=O)OC(C)(C)C (stereo not given)
 : -2, 13, -7, -15, 0.97, -3, 3, 1.1, -5
> COc1cc(NC(=O)c2cccc([N+](=O)[O-])c2)ccc1NC(=O)c1cc2ccccc2o1
 : 0, 10, 9, 3, 0.99, -2, 1, 0.91, -2
> Fc1ccc(COc2ccc(-c3nnco3)cc2)c(Cl)c1
 : -2, 34, 6, 0, 0.91, -3, 9, 0.94, -9

Compound profiles, from the list above.
`CN(CC(=O)Nc1cccc(F)c1)C(=O)c1cccnc1Sc1ccccc1` reads A3A deaminase = -2; NLRP3 yeast inh = 7; hIAP inh = 8; SENP1 FRET inh = 1; mIAP activ = 1; beta cell repl = -1; mIAP inh = -2; hIAP activ = 0.92; A3G deaminase = -10
`C=CCC(CC=C)(C(N)=O)c1ccccc1` reads A3A deaminase = 5; NLRP3 yeast inh = -3; hIAP inh = 2; SENP1 FRET inh = 1; mIAP activ = 0.92; beta cell repl = 1; mIAP inh = 8; hIAP activ = 0.98; A3G deaminase = -2

As entered above.
For A3G deaminase, Fc1ccc(COc2ccc(-c3nnco3)cc2)c(Cl)c1 has -9
For A3G deaminase, CCCC(O)(CCC)C(=O)NN(C(=O)CCl)c1ccccc1 has -3
For A3A deaminase, COc1cc(NC(=O)c2cccc([N+](=O)[O-])c2)ccc1NC(=O)c1cc2ccccc2o1 has 0
